C2C12 statin = suppressors of simvastatin-induced myotoxicity in C2C12 myotubes; actives 0.78% (n = 330,000); ATP luminescence, 48 h; scaled: DMSO 0, geranylgeraniol control 100; rescue of ATP level, % at 7.49 µM;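 active = mean ATP rescue above about 67%, or every replicate alone reaching that limit, limit read from the data, passing the limit was not always enough; inconclusive = no clear call, values can overlap the other calls; inactive = mean under the limit and some replicate under it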;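 also: myotubes were challenged with 10 µM simvastatin during compound exposure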
esBAF inh = blocks esBAF chromatin remodeling in mouse ES cells; Bmi1-luciferase knock-in reporter, 24 h; 100% = twice the neutral-well signal; reporter increase, % at 12.5 µM; actives 2% (n = 350,000); in the data active = activation above about 40%; inconclusive = no clear call, values can overlap the other calls;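 also: 0% = median of the plate's neutral control wells and 100% = double that signal; a rise in the Bmi1 reporter signal indicates esBAF inhibition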
ERp5 block = ERp5 (human) disulfide isomerase inhibition | Q15084 | ERp5 insulin aggregation, absorbance 650 nm, 90 min | inhibition, % at 9.99 µM | actives 0.05% (n = 350,000);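 active = mean replicate inhibition above about 25%, with every replicate also reaching it, limit read from the data, passing the limit was not always enough; inconclusive = only one of those two criteria met; inactive = neither criterion met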
Target sequence (Q15084 whole entry, looked up): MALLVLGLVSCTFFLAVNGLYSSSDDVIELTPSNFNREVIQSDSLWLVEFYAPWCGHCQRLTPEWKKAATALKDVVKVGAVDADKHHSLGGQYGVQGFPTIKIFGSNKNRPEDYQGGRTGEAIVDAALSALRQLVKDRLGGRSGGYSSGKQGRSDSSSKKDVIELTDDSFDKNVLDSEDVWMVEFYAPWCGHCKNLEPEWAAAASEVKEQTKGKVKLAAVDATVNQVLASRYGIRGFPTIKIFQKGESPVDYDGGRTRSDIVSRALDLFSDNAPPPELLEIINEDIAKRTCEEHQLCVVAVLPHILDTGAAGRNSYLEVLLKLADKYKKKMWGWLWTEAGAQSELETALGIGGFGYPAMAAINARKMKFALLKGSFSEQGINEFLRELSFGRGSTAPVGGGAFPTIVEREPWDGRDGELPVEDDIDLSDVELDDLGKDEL
SIRT5 inh = inhibitors of human sirtuin-5 desuccinylase; Purified SirT5, succinyl-peptide AMC, trypsin-coupled fluorescence; inhibition, % at 15 µM; actives 1.1% (n = 330,000); in the data active = inhibition above about 15%; inconclusive = no clear call, values can overlap the other calls
Target sequence (Q9NXA8 whole entry, looked up): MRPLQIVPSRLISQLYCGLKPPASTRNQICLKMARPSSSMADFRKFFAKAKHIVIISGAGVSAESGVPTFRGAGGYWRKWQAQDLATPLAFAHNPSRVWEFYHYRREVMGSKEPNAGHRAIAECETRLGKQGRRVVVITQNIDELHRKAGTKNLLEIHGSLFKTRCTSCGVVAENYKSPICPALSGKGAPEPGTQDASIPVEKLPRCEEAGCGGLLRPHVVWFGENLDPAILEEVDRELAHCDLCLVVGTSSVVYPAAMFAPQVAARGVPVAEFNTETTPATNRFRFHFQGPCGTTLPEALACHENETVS
ARNT-TACC3 inh = disrupts binding between human ARNT and TACC3. AlphaScreen His-ARNT PAS-B/GST-TACC3 binding, luminescence; TACC3 fragment carries E629A point mutation. actives 0.66% (n = 390,000). AID 623870. inhibition, % at 9.99 µM;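 active = mean inhibition of replicates at least 50% and at least half of replicates each reaching 50%; inconclusive = half or more replicates reach 50% but mean below 50%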;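 also: 0% = complete ARNT plus TACC3 wells and 100% = ARNT alone without TACC3; many hits fall short of the cut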
miR122 inh = inhibitors of miR-122 in Huh7 cells; Huh7 miR-122 Renilla luciferase sensor, 48 h; neutral wells = 0, positive control = 100; activation (reporter increase), % at 12.5 µM; actives 0.3% (n = 340,000);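 active = mean replicate activation score at least 90 and every replicate individually at or above 90; inconclusive = only one of the two criteria met; inactive = neither criterion met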;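 also: higher luciferase means less miR-122 activity so hits act as miR-122 inhibitors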
Cneo AK release = causes C. neoformans cell lysis; adenylate kinase release luminescence, 4 h; normalised: neutral wells 0, clomiphene wells 100; lysis activity, % at 15 µM; actives 0.2% (n = 360,000); AID 651654;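 active = mean lysis activity across replicates of at least 80%, whatever share of replicates individually reach that level; inactive = mean lysis activity below 80%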
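Test system: log-phase Cryptococcus neoformans yeast cells; Quantity: yeast cell density of 5 × 10^6 cells/mL; Buffer or medium: YPD; Doses: single compound concentration per well; Timing: 4 h at 37 °C static, read 1 h later; Measured by: AK luminescence; Read-out basis: lysis from increased AK signal; Control set: Clomiphene as positive control.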
Numbers without * were called inactive; ? = inconclusive; . = no result given; & = joins results of further samples; [ ] = remark or other dose.

SMILES	C2C12 statin	esBAF inh	ERp5 block	SIRT5 inh	ARNT-TACC3 inh	miR122 inh	Cneo AK release
CC(C)NC(=O)N(C)C[C@H]1Oc2cc(C#CC3CC3)ccc2S(=O)(=O)N([C@H](C)CO)C[C@H]1C	-3	-1	6	-1	-1	-23[16.7 µM]	0
O=P(O)(C(O)c1ccccc1)C(O)c1ccccc1 (stereo not drawn)	-1	11	-13	.	-12	-4	-1
Cc1ccc(S(=O)(=O)Nc2ccccc2N(C)S(=O)(=O)c2ccc(C)cc2)cc1	-1	2	6	.	7	14	2
O=C(NCC1CCCO1)c1ccc2ccccc2n1 (stereo not drawn)	-7	27	.	.	0	-3	3
NC1=NC(=O)C(Cc2ccc(F)cc2)S1 (stereo not drawn)	-9	3	2	-2	-3	.	-1
COc1ccc(C(c2nnnn2Cc2cccs2)N2CCN(c3ccccc3F)CC2)cc1 (stereo not drawn)	.	-12	.	.	-5	2	2
CN(C(=O)CC1C(=O)NCCN1Cc1ccccc1F)C1CCOCC1 (stereo not drawn)	2	-2	-3	-6	.	.	7
C/C=C/c1ccc2c(c1)O[C@@H](CN(C)C(=O)NCCC)[C@H](C)CN([C@H](C)CO)S2(=O)=O	-10	8	3	1	-3	48[16.7 µM]	1
CCc1ccc(C(=O)OCC(=O)c2c(N)n(CC(C)C)c(=O)n(C)c2=O)cc1	.	.	10	-19	2	.	.
Nc1nonc1C(=O)NCCNCc1cc(Br)ccc1OCc1ccccc1F	10	-12	.	.	2	-29	-1
Cc1cccc(C)c1NC(=O)C1C2C=CC(C2)C1C(=O)NCc1ccccn1 (stereo not drawn)	.	.	1	1	3	.	.
COc1ccc(-c2noc(Cc3ccccc3OC)n2)cc1	24	?	.	.	-8	-6	-4
O/N=C/c1cn(-c2ccccc2)nn1	.	.	-3	3	7	.	.
O=[N+]([O-])c1ccc(CCNc2cccc3ccccc23)c([N+](=O)[O-])c1	.	.	4	-2	-7	.	.
C[C@H]1CN([C@@H](C)CO)C(=O)c2cccc(NC(=O)C3CCOCC3)c2O[C@H]1CN(C)Cc1ccccc1	5	3	-6	0	-2	42[16.7 µM]	-6
O=C(C[C@@H]1CC[C@@H]2[C@H](COC[C@H](O)CN2S(=O)(=O)c2cccc(F)c2)O1)NCc1ccc2c(c1)OCO2	-28	-3	4	0	6	-3[16.7 µM]	1
CCc1ccc(CN(C)CC(=O)Nc2sccc2C#N)cc1	.	.	.	.	-1	-4	-2
COC(=O)c1c(NC(C)=O)sc(C(=O)Nc2ccccc2)c1C	-7	31	1	0	-12	-15	0
CCCCn1c(N)c(N(CCOC)C(=O)c2cccc(S(=O)(=O)N(C)c3ccccc3)c2)c(=O)[nH]c1=O	-4	.	1	0	3	1	-2
Cn1c(N)c(C(=O)COC(=O)c2ccc(F)cc2Cl)c(=O)n(C)c1=O	4	0	-7	1	.	-1	-3
COc1ccc(N2C(=O)/C(=C/c3ccc([N+](=O)[O-])cc3)C=C2c2ccccc2)cc1	6	14	.	.	-3	-5	-2
CCN(CC)CCN(C(=O)CN1C(=O)c2ccccc2C1=O)c1nc2cc3c(cc2s1)OCO3	5	3	-1	-1	-7	.	0
CSc1n[nH]c(NCc2ccc(C)cc2)n1	2	24	.	.	-8	-1	-3
C[C@@H]1CN([C@H](C)CO)C(=O)Cc2cc(NS(C)(=O)=O)ccc2O[C@H]1CN(C)C	2	-1	0	-1	-11	-6[16.7 µM]	-1
O=C1C2CCCN2C(=O)N1CCCCN1CCN(CCO)CC1 (stereo not drawn)	.	.	0	-2	-3	-7	4
O=C1C(=Cc2ccccc2[N+](=O)[O-])Cc2ccccc21	.	.	2	-4	.	.	-2
NC(N)=NC(N)=Nc1ccc(O)cc1	1	3	2	-1	1	.	1
Cc1ccc(CNc2nc(C)nc3sc4c(c23)CCC4)cc1	-47	-3	.	.	2	12	-2
CN(C)/C=C/c1onc(-c2c(F)cccc2Cl)c1C#N	-1	30	-1	-6	.	-2	0
CC(C)=CCCC(C)NC(=O)NC1CCCCC1 (stereo not drawn)	4	8	.	.	-5	.	-3
CCN(CC(=O)NCc1ccc(Cl)cc1)C(=O)C(C)Sc1ccccc1 (stereo not drawn)	.	.	8	-6	2	.	-1
CC(C)OC(=O)N(C)C[C@H]1OCc2cnnn2CCCC(=O)N([C@H](C)CO)C[C@@H]1C	3&-2&2	-7&-1&0	-15&1	2&2	-5	1	1&41
CCCC(=O)Nc1ccc2c(c1)C(=O)N(C)C[C@H](OC)[C@H](C)CN(Cc1ccccc1F)[C@H](C)CO2	16	-2	4	-7	-9	0[16.7 µM]	-13
CC(C)C#Cc1ccc2c(c1)O[C@H](CN(C)C(=O)c1cnccn1)[C@H](C)CN([C@H](C)CO)S2(=O)=O	-6	5	5	0	-3	-22[16.7 µM]	3
COCC#Cc1cnc2c(c1)C(=O)N([C@H](C)CO)C[C@H](C)[C@@H](CN(C)S(=O)(=O)c1cccc(OC)c1)O2	-28	-1	3	4	0	12[16.7 µM]	-4
CC(C)Cn1c(N)c(C(=O)COC(=O)c2ccc3ccccc3n2)c(=O)n(C)c1=O	-9	0	.	.	4	5	-6
CC1CN(C(=O)COC(=O)CSc2ccc(C(N)=O)cc2[N+](=O)[O-])CC(C)O1 (stereo not drawn)	.	.	0	1	-3	.	.
CCN(C(=O)COc1ccc(C)cc1OC)c1cccc2ccccc12	8	-5	-2	.	-6	5	0
CCCC(=O)Nc1ccc2c(c1)C(=O)N(C)[C@H]1CC[C@H](CC(=O)NCCc3ccccc3)O[C@H]1CO2	7	-3	4	-2	-1	13[16.7 µM]	-2
CCOC(=O)C(NCCc1ccccc1F)(NC(=O)CC)C(F)(F)F (stereo not drawn)	.	.	1	-3	-3	.	.
OCCN1CCN(c2ncnc3ccc(Br)cc23)CC1	-5	-23	1	.	.	-3	-1
Cc1ccc2c(N)c(C(=O)N(c3ccccc3)c3ccccc3)sc2n1	-6	-4	.	.	2	-4	0
CCCc1cc(=O)n2nc(N3CCC(C(=O)Nc4cccc(C(C)=O)c4)CC3)sc2n1	4	-1	-3	-1	21	.	-2
Cc1ccc(NC(=O)C(C)Sc2n[nH]c(CNc3ccccc3)n2)cc1 (stereo not drawn)	6	7	2	-1	22	-3	3
COc1cc(/C=C/C(=O)NNC(=O)c2cccc(S(=O)(=O)N(C)C)c2)cc(OC)c1OC	1	4	-5	1	-12	.	4
COc1ccc(NS(=O)(=O)c2ccc(O)c(C(=O)OCC(=O)NC(C)C3CC4CCC3C4)c2)cc1 (stereo not drawn)	2	2	7	-7	-4	-2	0
N#Cc1c2n(c3c(=O)n(Cc4ccccc4Cl)cnc13)CCCCC2	-5	-14	.	.	-14	16	-2
Cc1csc(SCC(=O)NC2CCCCC2)n1	.	.	.	.	-8	-6	0
O=S(=O)(c1ccc(Cl)cc1)N1CCC2(CC1)CO2	7	9	-3	-5	-6	-5	8
CCOC(=O)N=Nc1c(O)n(CC(=O)OC)c2ccccc12	.	.	.	.	-4	-3	2
CCCCC(=O)NC(=S)NNC(=O)c1ccc(Cl)cc1Cl	0	8	4	0	3	-5	15
O=C(C1CC1)N1CC[C@H]2[C@H](CO)Nc3ccc(-c4ccc(F)cc4)cc3[C@H]21	10	-6	-3	-5	16	-2[16.7 µM]	5
c1cnc2ccc(C(c3nnnn3C3CCCCC3)N3CCCCC3)cc2c1 (stereo not drawn)	7	9	.	.	0	50	6
CCOC(=O)c1c(S(=O)(=O)NCC(=O)NCc2ccc(C)cc2)c(C)n(C)c1C	3	3	2	15	-1	16	4
C[C@H]1CN([C@@H](C)CO)C(=O)c2cc(-c3ccncc3)cnc2O[C@@H]1CN(C)C(=O)CN1CCOCC1	4	1	-5	1	-10	0[16.7 µM]	-12
CCOc1cc(/C=N/Nc2nc(C)cc(=O)[nH]2)ccc1O	0	3	3	-1	15	-3	-1
CC1CCCC(NC(=O)COC(=O)CCSc2ccccc2)C1C (stereo not drawn)	-4	-9	6	16*	9	-2	-2
C[C@@H]1CN([C@@H](C)CO)C(=O)c2cc(-c3ccccc3F)cnc2O[C@@H]1CN(C)C(=O)C1CC1	14	.	5	1	3	1[16.7 µM]	-10
O=C(C[C@H]1C[C@@H]2c3cc(NC(=O)NC4CCCCC4)ccc3O[C@@H]2[C@@H](CO)O1)NCc1ccccn1	-7	-1	5	-3	-13	6[16.7 µM]	-7
COc1cccc(NC(=O)N[C@H]2CC[C@H](CC(=O)NCc3ccncn3)O[C@@H]2CO)c1	2	1	8	-11	-5	-3[16.7 µM]	-6
Going on with the list:
SMILES	C2C12 statin	esBAF inh	ERp5 block	SIRT5 inh	ARNT-TACC3 inh	miR122 inh	Cneo AK release
COC(=O)c1cc2ccsc2n1Cc1nc(-c2ccc(OC)cc2)oc1C	25	-7	-1	0	5	.	-1
CS(=O)(=O)c1ccc(C(=O)OC2CCOC2=O)cc1[N+](=O)[O-] (stereo not drawn)	6	10	4	1	-2	-6	-1
CCC1SC(CC)C(=O)N(CC(=O)NCc2ccc(F)cc2)C1=O (stereo not drawn)	.	.	3	0	0	3	.
O=C1OCCN1c1c(-c2ccccc2)c(-c2cccs2)nc2c(-c3ccccc3)cccc12	-3	1	.	.	-28	-3	0
O=C(OCCCN1CCCCC1)c1ccc(O)cc1	.	-3	.	.	-9	-2	-1
CNC(=O)C[C@@H]1CC[C@H]2[C@@H](COc3ccc(NC(=O)Nc4ccc(F)c(F)c4)cc3C(=O)N2C)O1	-11	-7	1	3	-5	17[16.7 µM]	-4
CCN1C(=O)[C@H]2[C@@H](c3ccc(C)cc3)N3C(=O)N(c4ccc(C)cc4)C(=O)[C@@]3(Cc3ccccc3)[C@H]2C1=O	2	5	1&-3	3	-6	-6	1
CC(C)CC(=O)N=C1SC2CS(=O)(=O)CC2N1CCc1ccccc1 (stereo not drawn)	12	2	.	.	-12	3	-2
C[C@@H]1CN([C@H](C)CO)C(=O)Cc2cc(NS(=O)(=O)c3cccs3)ccc2O[C@H]1CN(C)C	15	-3	2	-2	-9	-6[16.7 µM]	1
Cc1ccccc1NC(=O)NCC1CCCO1 (stereo not drawn)	13	-4	.	.	-2	12	.
CCc1ccccc1NC(=O)C1CCN(C(=O)c2ccc([N+](=O)[O-])cc2)CC1	11	1	-1	1	.	-4	-1
Cc1nc(SCC(=O)O)c(C#N)c2c1CCCC2	0	-11	-6	4	0	-12	20
COc1ccc(/C=N\NS(=O)(=O)c2ccc(Cl)cc2)cc1COc1ccccc1[N+](=O)[O-]	3	6	.	.	.	-3	2
CC(C)C1C(=O)N(Cc2cn(CCC3OCCCO3)nn2)CCS(=O)(=O)N1Cc1ccc(-c2ccncc2)cc1 (stereo not drawn)	3	5	2	-6	.	-2	-2
CSc1ncnc2c1ncn2CCCNCC(c1ccccc1)c1ccccc1	11	-1	-1	-2	.	-9	-1
COc1ccc(S(=O)(=O)N2CCOCC2)c2ccccc12	6	1	-3	-11	-3	1	-5
C=CCNC(=S)N/N=C/c1ccccc1OCCOc1ccccc1	-39	-1	2	-8	-1	.	-1
CCc1ccc(NCCC(=O)c2ccc(Cl)cc2)cc1	-1	12	.	.	-6	4	-1
O=C(COc1ccc(C(=S)N2CCOCC2)cc1Cl)Nc1ccccc1Cl	.	.	4	0	0	.	.

A run of entries from further up:
SMILES	C2C12 statin	esBAF inh	ERp5 block	SIRT5 inh	ARNT-TACC3 inh	miR122 inh	Cneo AK release
C=CCNC(=S)N/N=C/c1ccccc1OCCOc1ccccc1	-39	-1	2	-8	-1	.	-1
CCc1ccc(NCCC(=O)c2ccc(Cl)cc2)cc1	-1	12	.	.	-6	4	-1
O=C(COc1ccc(C(=S)N2CCOCC2)cc1Cl)Nc1ccccc1Cl	.	.	4	0	0	.	.

Records listed above shown as hits in SIRT5 inh:
SMILES,esBAF inh,ERp5 block,SIRT5 inh,ARNT-TACC3 inh,miR122 inh
CC1CCCC(NC(=O)COC(=O)CCSc2ccccc2)C1C (stereo not drawn),-9,6,16*,9,-2

High-throughput results from PubChem.
